Screening data deposited in PubChem BioAssay by several laboratories.
Hep lipid drop: modulators of hepatic lipid droplet formation. AML12 mouse hepatocytes, oleate lipid droplets, BODIPY imaging. inhibition, % at 6.5 µM. hit rate 0.4% among 240,000. AID 1656;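 active = lipid droplet intensity inhibited by at least 50%, with more than 500 cells counted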
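Assay system: AML12 hepatocytes (mouse); Probe or stimulus: oleic acid at 100 µM to induce lipid droplet formation; Dosing: compound at 6.5 µM only; Schedule: compound with oleate, overnight; Detection: fluorescence imaging, 20x objective, two fields per well; Measure: % inhibition of lipid droplet signal.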
Insulin prom up: MIN6 insulin promoter up-regulation; MIN6 insulin promoter-GFP reporter, high-content imaging; active compounds read high; hit rate 0.3% among 190,000; z-score at 5 µM;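 active = z-score above 3 at 5 µM with at least 500 cells counted in the well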
PMI inhibition: MPI inhibition at elevated mannose 6-phosphate – biochemical, fluorescence intensity, high mannose 6-phosphate, primary screen (AID 1220) | inhibition, % at 20 µM; hits with a dose series show IC50 in µM | recombinant PMI enzyme, coupled fluorescence intensity; higher % means a stronger effect | hit rate 0.66% among 190,000
b-catenin transl: beta-catenin nuclear translocation modulation; HeLa beta-catenin nuclear translocation, immunofluorescence imaging; nuclear translocation activity, % at 5 µM; hit rate 0.3% among 190,000;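 active = nuclear translocation activity above 50% at 5 µM, with a well cell count of 50 or more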;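 note: per-cell ratio of nuclear to cytoplasmic median beta-catenin stain intensity; plate controls were DMSO negative control for no effect and GSK-3 inhibitor IX positive control for full effect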
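System: Human HeLa cells, endogenous beta-catenin | Compound dosing: 5 µM primary, 0.02–20 µM confirmation | Timing: 24 h compound exposure at 37°C, 5% CO2 | Measured by: Fluorescence imaging of beta-catenin antibody stain plus DAPI | Read-out basis: % activation of per-cell nuclear versus cytoplasmic median beta-catenin signal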
TNAP activators: human TNAP enzyme activators, primary screen, biochemical, luminescent, no phosphate acceptor, uHTS (AID 1001). purified TNAP, luminescent activation assay, no phosphate acceptor; higher activation fold means a stronger effect. hit rate 0.03% among 200,000. activation fold at 20 µM, or EC50 in µM where a hit was titrated; in the data active = activation fold from about 3, or a potency from the dose series; inactive = the rest, 99 in 100 with activation fold below about 1.6; note: many of its hits are not listed in these tables
MT stabilize HCS: microtubule stabilization, imaging screen | % tubulin-high responders, % at 10 µM | HeLa tubulin immunostaining HCS, 24 h; share of cells brighter than vehicle mean+2SD | AID 2205 | hit rate 0.83% among 200,000;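 active = plate Z-score above 3 for both tubulin-high and condensed-nucleus cell shares, with cell loss under 80%, at 10 µM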;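 note: anti alpha tubulin signal scored within the nucleus-defined area of each cell; some results filed as inactive read as strong as hits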
T cell modulator: T cell immune modulators affecting CD8 T cell-vesicle binding; 2C CD8+ T cell-vesicle binding, flow cytometry; active compounds read low; calls only at 7 µM; hit rate 0.068% among 330,000;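 active = response, share of CD8 T cells binding vesicles, and their 90th percentile fluorescence all below set limits, cut at about 80% in these data, passing the limit was not always enough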
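Also added: QL9-peptide-loaded Drosophila micro-vesicles bearing Ld, ICAM-1 and B7-1; Test system: purified 2C TCR transgenic mouse naive CD8+ T cells; Measured by: cytometric PE anti-B7-1 and Alexa647 anti-CD8 signals after 1% paraformaldehyde fixation; Timing: binding step 1.5 h, 37 °C, antibody labelling 20 min, ice.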
Autophagy mod: modulators of autophagy; MEF GFP-LC3 puncta imaging; test concentration mostly 10 µM; calls only at 10 µM (by protocol); hit rate 0.98% among 190,000; AID 463193;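 active = percentage of spot-positive cells more than 3 SD above its plate mean, without a fluorescence outlier flag or 80% toxicity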;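 note: spot-positive cell cutoff set from DMSO-treated cells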
human PMI inhibition: MPI enzyme activity inhibition – biochemical, fluorescence intensity, coupled assay, primary screen (AID 1209); purified PMI enzyme, coupled fluorescence intensity; higher % means a stronger effect; one-dose inhibition, % at 20 µM; IC50 in µM for titrated hits; hit rate 0.42% among 190,000;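 note: plate controls were DMSO vehicle for no effect and wells lacking substrate for full effect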
Insulin prom up cell count: recorded beside Insulin prom up, whose call it bears; cell count; measured here: cytotoxicity, nuclei count;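 total cells summed across four imaged fields per well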
Hep lipid drop cells 6.5 µM: further read-out of Hep lipid drop, marked with its call; cell count; measured here: cell count, cytotoxicity flag;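 cells counted across two imaged fields per well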
b-catenin transl cell count 5 µM: second read-out of b-catenin transl, no call of its own (marks repeat the call); cell count; measured here: cell count, cytotoxicity flag
T cell modulator vesicle-bound %: also measured in T cell modulator; calls as there; double positive events, %; measured here: CD8+ vesicle-bound cell fraction;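 binding gate set so that unloaded-vesicle control wells show 10% double positive cells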
MT stabilize HCS Hoechst-high %: further read-out of MT stabilize HCS, marked with its call; % Hoechst-high responders; measured here: nuclear condensation Hoechst responders;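 share of cells brighter than vehicle mean plus two SD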
MT stabilize HCS cytotoxicity %: recorded beside MT stabilize HCS, whose call it bears; toxicity, %; measured here: cytotoxicity by cell density;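 0% = mean cell density of plate MIN control wells and 100% = no cells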
Autophagy mod cell loss 18 h: further read-out of Autophagy mod, marked with its call; toxicity, %; measured here: cell loss, nuclei count;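 cell loss after 18 h compound exposure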
Active calls of the source: *; i = inactive; . = no result given. Cut-off read from the data, not from the text of the source, unless noted: active = inhibition above about 50%; inactive = the rest.

entry	Structure	Hep lipid drop	Hep lipid drop cells 6.5 µM	Insulin prom up	Insulin prom up cell count	PMI inhibition	b-catenin transl	b-catenin transl cell count 5 µM	TNAP activators
1	c1ccc(Cn2nnnc2C(c2ccccn2)N2CCOCC2)cc1 (stereo not given)	-18.6	747	-0.43	1266	-3.3%	.	.	1
2	Cc1nc(N2CCOCC2)nc2c1CCCC2	5.0	743	.	.	0.8%	-12.2	1020	1.1
3	O=C(CSc1nnc(-c2cccs2)n1Cc1ccco1)c1ccc2c(c1)OCO2	-14.0	788	-0.41	1255	3.9%	-0.3	1262	1
4	Cc1ccc2c(c1)N(C(C)C(=O)NCc1cccs1)C(=O)CO2 (stereo not given)	5.1	728	0.62	1257	-9.3%	-3.9	1120	1
5	CN(C)S(=O)(=O)c1cccc2c1C(=O)c1ccccc1C2=O	44.3	753	-0.85	1106	21.0%	0.1	532	1
6	CCOC(=O)C(=N/O)/C(C)=N/NC(=O)C(=O)Nc1ccc(Cl)cc1	0.6	706	-1.11	796	.	0.1	1340	.
7	CCOC(=O)C1(Cc2ccccc2)CCN(Cc2cnc(N3CCOCC3)s2)CC1	-4.0	628	-0.28	1366	2.9%	-2.4	1159	1.1
8	CCCC(=O)N1c2ccc(-c3csc(N)n3)cc2CC1C (stereo not given)	.	.	0.3	1115	-3.8%	2.5	1051	1.1
9	CCOC(=O)c1cccc(-n2c(C)nc3ccccc3c2=O)c1	.	.	-0.44	1506	-6.0%	3.3	1459	1.1
10	Cc1ccc2nc(NCc3ccco3)c(C=NCc3ccco3)c(=O)n2c1	.	.	0.39	1277	5.7%	0.9	1148	1.1

entry	MT stabilize HCS	MT stabilize HCS Hoechst-high %	MT stabilize HCS cytotoxicity %	T cell modulator	T cell modulator vesicle-bound %	Autophagy mod	Autophagy mod cell loss 18 h	human PMI inhibition
1	3.8	3.0	4.6	i	17.6	i	-5.1	4.1%
2	2.3	1.9	7.7	i	6.0	i	-6.0	5.1%
3	4.0	1.9	2.3	i	29.3	i	-3.5	6.3%
4	1.1	1.4	7.4	i	36.3	i	10.6	-12.1%
5	5.9	2.0	5.0	i	47.4	i	-14.8	-15.0%
6	.	.	.	i	59.2	.	.	.
7	3.4	2.7	2.7	i	54.7	i	15.0	5.8%
8	2.8	2.2	10.5	i	37.9	i	-4.3	-11.3%
9	4.9	2.0	12.8	i	23.8	i	-16.3	-6.5%
10	7.9	2.6	5.1	i	64.1	i	3.2	-13.8%

Brought forward from above: 2 compounds, then new ones.
entry	Structure	Hep lipid drop	Hep lipid drop cells 6.5 µM	Insulin prom up	Insulin prom up cell count	PMI inhibition	b-catenin transl	b-catenin transl cell count 5 µM	TNAP activators
9	CCOC(=O)c1cccc(-n2c(C)nc3ccccc3c2=O)c1	.	.	-0.44	1506	-6.0%	3.3	1459	1.1
10	Cc1ccc2nc(NCc3ccco3)c(C=NCc3ccco3)c(=O)n2c1	.	.	0.39	1277	5.7%	0.9	1148	1.1
11	Cc1cc(C(F)(F)F)n(-c2nc(C(=O)Nc3cccnc3)cs2)n1	0.5	696	0.73	1720	15.3%	-0.6	871	1
12	O=C(CN1CCN(c2nc(-c3ccccc3)cs2)CC1)NCc1ccc2c(c1)OCO2	.	.	-0.64	1100	6.7%	1.3	1158	1.1
13	CCc1ccc(CNCCSc2nnnn2C)cc1	25.1	826	1.17	924	-2.4%	.	.	1.1
14	COCCNC(=O)C(c1ccccc1F)N(C(=O)C(=O)NC1CCCC1)C1CCCCC1 (stereo not given)	-0.2	696	-0.05	1435	11.6%	-1.5	991	1.1
15	Cc1ccc(NC(=O)Nc2nc(-c3ccc(C)s3)cs2)cc1	.	.	0.05	1632	1.2%	-0.5	1429	1.2
16	Cc1cc(N)c2cc(NC(=O)/C=C/c3ccccc3Cl)ccc2n1	27.6	726	-1.87	838	.	25.9	619	.
17	COc1ccc(N2CCN(S(=O)(=O)c3cccc(C(F)(F)F)c3)CC2)cc1	4.2	669	.	.	-3.5%	.	.	1.1
18	COc1cccc2cc(C(N)=O)oc12	19.1	668	0.64	1593	13.1%	-0.2	937	1.2
19	CCOC(=O)c1[nH]c(C)c(C(=O)C(C)C)c1C	-0.4	787	0.14	968	2.3%	.	.	1.1
20	Cc1ccc2oc(=O)c3cc(C(=O)NCCCN4CCc5ccccc5C4)sc3c2c1	-5.1	795	-0.32	1225	-16.1%	-1.8	570	1

entry	MT stabilize HCS	MT stabilize HCS Hoechst-high %	MT stabilize HCS cytotoxicity %	T cell modulator	T cell modulator vesicle-bound %	Autophagy mod	Autophagy mod cell loss 18 h	human PMI inhibition
9	4.9	2.0	12.8	i	23.8	i	-16.3	-6.5%
10	7.9	2.6	5.1	i	64.1	i	3.2	-13.8%
11	5.8	2.4	2.4	i	46.7	i	9.5	8.2%
12	7.4	1.7	9.0	i	34.1	i	3.9	7.8%
13	1.6	1.6	9.5	i	48.2	i	12.2	7.4%
14	3.0	0.8	5.7	i	33.2	i	17.3	10.4%
15	0.7	2.1	10.2	i	23.4	i	2.9	-2.7%
16	.	.	.	i	26.7	.	.	.
17	2.6	2.3	8.5	i	35.3	i	-4.2	-0.4%
18	2.2	1.9	10.3	i	26.4	i	-32.2	6.5%
19	1.4	2.0	12.5	i	19.1	i	7.1	1.0%
20	3.5	3.4	2.2	i	58.6	i	5.7	-24.2%

The list continues:
entry	Structure	Hep lipid drop	Hep lipid drop cells 6.5 µM	Insulin prom up	Insulin prom up cell count	PMI inhibition	b-catenin transl	b-catenin transl cell count 5 µM	TNAP activators
21	O=[N+]([O-])c1cc(Cl)ccc1N1CCOCC1	-10.1	685	0.46	1488	-2.5%	0.9	1412	1
22	O=[N+]([O-])c1ccc(-n2ccnc2)cc1	-2.1	597	-0.33	1445	.	-0.4	1260	.
23	CC1CCN(c2c(NCC3CCC(C(=O)N4CCc5ccccc5C4)CC3)c(=O)c2=O)CC1 (stereo not given)	.	.	-0.34	825	12.9%	.	.	1
24	CCOC(=O)c1sc(NC(=O)CSc2nc(C)cc(-c3ccccc3)n2)c(C#N)c1C	9.6	655	-0.18	1838	31.4%	9.9	824	1.1
25	CCC(CC)C(=O)NCCc1cc2cc(C)c(C)cc2[nH]c1=O	-0.7	645	-0.11	2107	12.4%	-2.5	1086	1.1
26	O=C(Cn1c(SCC(=O)NC2CCCC2)nnc1-c1ccncc1)Nc1ccc2c(c1)OCO2	.	.	0.49	1128	-1.0%	-0.2	1119	1.1
27	O=C(Nc1cccc(C(F)(F)F)c1)c1ccc2nc(-c3ccco3)c(-c3ccco3)nc2c1	19.7	719	0.67	897	-14.7%	3.4	1054	0.9
28	CCOC(=O)c1sc(=S)n(-c2cc(F)ccc2F)c1N	.	.	-0.67	1712	10.2%	-0.3	1367	1.1
29	COc1ccc(NC(=O)C2CC(=O)N/C(=N/N=C/c3ccco3)S2)cc1 (stereo not given)	-16.7	718	0.32	1022	.	-0.2	1351	.
30	COCCNC(=S)N/N=C(\C)c1cc2ccccc2o1	-15.0	637	0.2	1141	-4.4%	-3.1	494	1.1

entry	MT stabilize HCS	MT stabilize HCS Hoechst-high %	MT stabilize HCS cytotoxicity %	T cell modulator	T cell modulator vesicle-bound %	Autophagy mod	Autophagy mod cell loss 18 h	human PMI inhibition
21	5.9	4.4	5.4	i	27.0	i	-12.8	0.1%
22	.	.	.	i	58.4	.	.	.
23	2.7	2.0	11.5	i	27.2	i	-0.6	-3.3%
24	2.7	2.0	9.1	i	13.6	i	-21.2	61.2%*
25	3.0	1.2	7.9	i	21.5	i	-3.2	18.9%
26	1.7	1.8	6.6	i	9.7	i	3.1	0.9%
27	1.3	1.4	7.5	i	41.9	i	1.8	-4.8%
28	2.8	1.6	8.4	i	12.0	i	-1.0	37.9%
29	.	.	.	i	7.8	.	.	.
30	2.9	3.0	0.7	i	34.9	i	8.5	-4.5%

The list continues:
entry	Structure	Hep lipid drop	Hep lipid drop cells 6.5 µM	Insulin prom up	Insulin prom up cell count	PMI inhibition	b-catenin transl	b-catenin transl cell count 5 µM	TNAP activators
31	O=C(c1cccs1)N(c1ccc(Cl)cc1)C1C=CS(=O)(=O)C1 (stereo not given)	-0.3	660	0.76	1822	-6.6%	-4.3	999	1
32	CCn1c(/C=C2\C(=O)N(C(C)C)c3ccccc32)nc2ccccc2c1=O	-6.9	704	-0.01	904	.	-0.2	1304	.
33	CNc1nc2ccccc2n1N	-6.3	660	1.02	1220	-3.8%	0.2	896	1.1
34	CCNC(=S)NNC(=O)c1c(Cl)c(C)nn1C	-7.0	671	0.83	1384	1.8%	.	.	1.1
35	CCc1ccc(C(=O)NCc2ccc(Cl)cc2)cc1	-22.5	639	-0.02	1546	7.0%	1.9	1173	1.6
36	CCOC(=O)c1sc2nc3c(cc2c1N)COC(C)(C)C3	-5.7	711	.	.	-0.2%	-0.4	1185	1.2
37	CC(=O)[C@@H]1[C@@H](C(=O)c2ccc(F)cc2)[C@]2(C(=O)Nc3ccccc32)[C@H]2C=Cc3cc(F)ccc3N12	-14.7	714	-0.98	1188	.	-0.3	1275	.
38	CN1/C(=C\C(=O)C(F)F)C(C)(C)c2ccccc21	3.6	662	0.26	1640	12.0%	-1.2	1083	1.1
39	Cc1cc(-c2ccccc2)nc(N2CCN(c3ccccn3)CC2)n1	.	.	-0.29	1344	3.1%	0.2	1395	1

entry	MT stabilize HCS	MT stabilize HCS Hoechst-high %	MT stabilize HCS cytotoxicity %	T cell modulator	T cell modulator vesicle-bound %	Autophagy mod	Autophagy mod cell loss 18 h	human PMI inhibition
31	4.0	2.4	9.8	i	20.0	i	7.0	-5.5%
32	.	.	.	i	35.0	.	.	.
33	5.7	2.6	8.0	i	33.5	i	-4.3	-4.2%
34	2.1	2.8	2.1	i	25.8	i	-4.7	0.8%
35	3.5	2.7	8.6	i	43.0	i	25.6	15.2%
36	4.4	3.9	5.4	i	16.7	i	-8.7	2.2%
37	.	.	.	i	51.1	.	.	.
38	2.4	2.0	0.1	i	10.1	i	2.8	16.8%
39	3.1	4.5	10.5	i	27.0	i	5.9	4.5%
